NCI-60 one-dose screen, 48 h, at 10 µM unless noted. Numbers give growth in % (100 = growth as untreated, 0 = no growth, -100 = all killed).
OVCAR-5 = OVCAR-5 ovarian cancer; hit rate 2.9% among 82,000
SK-OV-3 = SK-OV-3 ovarian cancer cells; hit rate 3.2% among 80,000; AID 1794785
A498 = A498 renal cancer cells | hit rate 5.4% among 76,000
OVCAR-3 = OVCAR-3 ovarian cancer | hit rate 7% among 79,000
ACHN = ACHN renal cancer; hit rate 4.9% among 81,000; AID 1794771
RXF 393 = RXF 393 renal cancer cells; hit rate 6.9% among 77,000; AID 1794773
OVCAR-8 = OVCAR-8 ovarian cancer; AID 1794782; hit rate 4.4% among 81,000
IGROV1 = IGROV1 ovarian cancer; hit rate 4.7% among 79,000; AID 1794786
OVCAR-4 = OVCAR-4 ovarian cancer cells; hit rate 3.7% among 80,000
Numbers without * were called inactive; nt = not tested or not shown; [ ] = another dose, or the depositor's remark. Rule for the calls: active = growth percent below 10; inactive = the rest.

Letter code – A = OVCAR-5; B = SK-OV-3; C = A498; D = OVCAR-3; E = ACHN; F = RXF 393; G = OVCAR-8; H = IGROV1; I = OVCAR-4
1: Cc1nc(-c2ccccc2)cc2c(O)c(C(=O)N/N=C/C=C/c3ccccc3)[nH]c(=O)c12
  A: 111	B: 107	C: 105	D: 114	E: 111	F: 107	G: 96	H: 122	I: 107
2: COc1cc2oc(-c3cccc(C(=O)NCc4ccccc4)c3)cc(=O)c2c(OC)c1OC
  A: 106	B: nt	C: 79	D: 36	E: 103	F: 99	G: 70	H: 85	I: 91
3: O=C1c2ccccc2NC(c2cn(-c3ccccc3)nc2-c2cccnc2)N1Cc1ccccc1 (centres undefined)
  A: 91	B: 117	C: 92	D: 102	E: 102	F: 98	G: 98	H: 76	I: 92
4: Cc1c(-c2nnc(-c3ccc([N+](=O)[O-])cc3)o2)nnn1-c1ccc([N+](=O)[O-])cc1
  A: 95	B: 91	C: 133	D: 117	E: 101	F: 108	G: 101	H: 105	I: 112
5: C=C1CC[C@H]2[C@@](C)(CCC3OC(c4ccc(OCc5cn(C6OC7COC(c8ccccc8)OC7C(O)C6NC(C)=O)nn5)cc4)OC[C@]32C)[C@@H]1/C=C/C1=CCOC1=O (some centres undefined)
  A: 103	B: 101	C: nt	D: 94	E: 92	F: 93	G: 83	H: 90	I: 82
6: CN[C@H]1CCc2cc(OC)c(OC)c(OC)c2-c2ccc(O)c(=O)cc21
  A: 100	B: 95	C: 101	D: 87	E: 113	F: 91	G: 96	H: 97	I: 96
7: CC(=O)Nc1cc([N+](=O)[O-])cc([N+](=O)[O-])c1O
  A: 101	B: 103	C: 109	D: 104	E: 100	F: 94	G: 106	H: 97	I: 107
8: Cc1c(C(=O)C(SC(=S)N2CCN(C(=O)OC(C)(C)C)CC2)SC(=S)N2CCN(C(=O)OC(C)(C)C)CC2)nnn1-c1ccc(Cl)cc1
  A: 109	B: 82	C: 123	D: 115	E: 99	F: 113	G: 97	H: 99	I: 100
9: C#CCOc1ccc(C(Nc2cc(C)ccc2C)c2nnnn2C2CCCCC2)cc1 (centres undefined)
  A: 91	B: 104	C: nt	D: 92	E: 93	F: 86	G: 89	H: 83	I: 94
10: CCC(=O)NN=C(C)C
  A: 114	B: 104	C: 89	D: 120	E: 105	F: 114	G: 105	H: 113	I: 110
11: Brc1ccc2[nH]cc(-c3nc(-c4cccnc4)cs3)c2c1
  A: 102	B: 90	C: nt	D: 95	E: 82	F: 104	G: 92	H: 92	I: 87
12: Clc1cc(Br)c(Cl)cc1Br
  A: 101	B: 110	C: 103	D: 102	E: 107	F: 116	G: 106	H: 104	I: 121
13: Cn1cnc2c(=S)nc(N)[nH]c21
  A: 112	B: 113	C: 104	D: 110	E: 109	F: 103	G: 79	H: 116	I: 111
14: CC(N)c1nnnn1-c1ccc(Br)cc1 (centres undefined)
  A: 97	B: 94	C: 98	D: 104	E: 100	F: 105	G: 103	H: 100	I: 99
15: COc1ccc(-c2cc(-c3cn(-c4cccc(Cl)c4)nc3-c3ccc(OC)cc3)[nH]c(=S)n2)cc1
  A: 97	B: 90	C: 69	D: 108	E: 81	F: 102	G: 84	H: 59	I: 76

More results follow:
Letter code – A = OVCAR-5; B = SK-OV-3; C = A498; D = OVCAR-3; E = ACHN; F = RXF 393; G = OVCAR-8; H = IGROV1; I = OVCAR-4
16: NC(N)=Nc1cccc(Oc2ccc(N=C(N)Nc3ccc(Br)c(C(F)(F)F)c3)cc2)c1
  A: 70	B: 85	C: 69	D: 60	E: 99	F: nt	G: 87	H: 13	I: 86
17: C/C(=N\O)[C@H]1C[C@]23CC[C@]4(C)[C@H](CC[C@@H]5[C@@]6(C)CC/C(=N/O)C(C)(C)[C@@H]6CC[C@]54C)[C@H]2[C@H](C)C1(C)OC3
  A: 105	B: 122	C: 72	D: 113	E: 104	F: 58	G: 106	H: 86	I: 83
18: Nc1nc(=S)c2[nH]c(N)nc2[nH]1
  A: 95	B: 97	C: 98	D: 95	E: 103	F: 110	G: 95	H: 115	I: 114
19: COC(=O)Cc1cccc2ccccc12
  A: 97	B: 111	C: 116	D: 117	E: 106	F: 134	G: 108	H: 129	I: 106
20: O=C(Nc1ccccc1)c1cc(=O)c(O)co1
  A: 101	B: 107	C: 75	D: 110	E: 102	F: 113	G: 104	H: 102	I: 106
21: Cc1ccc(O)cn1
  A: 115	B: 120	C: 111	D: 133	E: 101	F: 129	G: 110	H: 127	I: 118
22: O=c1oc2ccccc2cc1-c1cc(/C=C/c2ccccc2)cc(-c2cc3ccccc3oc2=O)n1
  A: 120	B: 99	C: 105	D: 112	E: 106	F: 106	G: 103	H: 106	I: 104
23: Cn1cc(/C=C(\C#N)C(=O)Nc2ncc(Cc3cccc(Cl)c3Cl)s2)c2ccccc21
  A: 98	B: 100	C: 98	D: 98	E: 104	F: 85	G: 101	H: 98	I: 91
24: CN1CCN(c2nc(-n3cc(-c4ccccc4)nn3)nc3ccccc23)CC1
  A: 102	B: 98	C: 74	D: 104	E: 94	F: 74	G: 86	H: 79	I: 103
25: COc1cc(-c2nc3c(sc4nc(C)cc(C)c43)c(=O)[nH]2)cc2c1OCO2
  A: 104	B: 104	C: 78	D: 101	E: 104	F: 104	G: 101	H: 103	I: 110
26: CC1(C)CC[C@]2(C(N)=O)CC[C@]3(C)C(=CC[C@@H]4[C@@]5(C)CCC(=O)NC(C)(C)[C@@H]5CC[C@]43C)[C@@H]2C1
  A: 90	B: 89	C: 95	D: 88	E: 98	F: 100	G: 91	H: 94	I: 89
27: COc1ccc(/C=C/C(=O)NCCOC(C)=O)cc1
  A: 97	B: 89	C: 76	D: 100	E: 107	F: 109	G: 103	H: 97	I: 116
28: CC1CC(=O)Nc2ccccc2N1C(=S)Nc1ccccc1 (centres undefined)
  A: 100	B: 110	C: 98	D: 102	E: 100	F: 75	G: 95	H: 83	I: 102
29: COc1ccc(/C=C/C(=O)/C=C(/C=C/c2ccc(OC)c(OC)c2OC)OB(F)F)c(OC)c1OC
  A: 63	B: 77	C: 95	D: 5.1*	E: -16*	F: 6.5*	G: 10	H: 26	I: 47
30: O/C=C(\Cl)CCl
  A: 104	B: 107	C: 134	D: 110	E: 109	F: nt	G: 95	H: 103	I: 111

The list goes on.
Letter code – A = OVCAR-5; B = SK-OV-3; C = A498; D = OVCAR-3; E = ACHN; F = RXF 393; G = OVCAR-8; H = IGROV1; I = OVCAR-4
31: CC(=O)OCC(=O)[C@@]1(O)CCC2C3CCC4=CC(=O)C=CC4(C)C3[C@@H](O)CC21C (some centres undefined)
  A: nt	B: 69	C: 154	D: 114	E: 91	F: 116	G: 89	H: 98	I: 108
32: O=c1c2ccccc2c(-c2ccccc2)nn1-c1ccc(S(=O)(=O)NC(=S)NCc2ccccc2)cc1
  A: 97	B: 108	C: 97	D: 107	E: 103	F: 96	G: 99	H: 97	I: 88
33: O=C(NNc1nc2ccccc2nc1/C=C/c1ccc(Cl)cc1)Nc1cccc(Cl)c1
  A: 79	B: 96	C: 110	D: 67	E: 53	F: 69	G: 66	H: 61	I: 61
34: O=C(CSc1nnc(-c2ccc(Cl)cc2)o1)NC1=NN=C(c2ccc(Cl)cc2)CS1
  A: 101	B: 85	C: 101	D: 106	E: 106	F: 107	G: 103	H: 102	I: 99
35: CCOc1ccccc1NC(=O)CCC(=O)OC
  A: 110	B: 103	C: 100	D: 108	E: 106	F: 109	G: 119	H: 100	I: 95
36: CC(=O)[C@@]1(O)[C@H](C)C[C@H]2[C@@H]3CC=C4C[C@@H](O)CC[C@]4(C)[C@H]3CC[C@@]21C
  A: 91	B: 110	C: 103	D: 112	E: 99	F: 114	G: 108	H: 107	I: 119
37: O=c1ccc(=O)n(-c2nc(-c3ccc([N+](=O)[O-])cc3)cs2)[nH]1
  A: 102	B: 107	C: 88	D: 102	E: 102	F: 88	G: 102	H: 99	I: 101
38: Cc1ccc(NC(=O)Nc2ccc(C)cc2C)cc1
  A: 103	B: 105	C: 101	D: 114	E: 109	F: 110	G: 105	H: 108	I: 110
39: Cc1cn([C@H]2C=C[C@@H](CO)O2)c(=O)[nH]c1=O
  A: 126	B: 117	C: 85	D: 119	E: 111	F: 111	G: 107	H: 123	I: 112
40: CCCCOCCOCCOC(=O)c1ccc(OC)cc1
  A: 98	B: 78	C: 105	D: 107	E: 102	F: 99	G: 99	H: 105	I: 100
41: Cc1cccc(CN)n1
  A: 108	B: 98	C: 67	D: 121	E: 108	F: 140	G: 105	H: 99	I: 76
42: O=C(Nc1ccc([N+](=O)[O-])cc1)c1cc2ccccc2cc1O
  A: 21	B: 9.6*	C: -43*	D: 84	E: -6.4*	F: -10*	G: 0.7*	H: 15	I: 2.0*
43: CC(=O)NS(=O)(=O)c1ccc(N)cc1
  A: nt	B: 115	C: 113	D: 118	E: 105	F: 116	G: 103	H: 115	I: 113
44: COc1ccc(-c2cnc(N)nc2-c2ccc(OC)cc2O)cc1
  A: 102	B: 103	C: 100	D: 108	E: 88	F: nt	G: 90	H: 84	I: 86
45: COc1cccc(Cn2cc3c(c2-c2ccccc2)CCc2cnoc2-3)c1
  A: 99	B: 83	C: 101	D: 95	E: 81	F: 94	G: 87	H: 103	I: 74

Going on with the list.
Letter code – A = OVCAR-5; B = SK-OV-3; C = A498; D = OVCAR-3; E = ACHN; F = RXF 393; G = OVCAR-8; H = IGROV1; I = OVCAR-4
46: c1ccc(-c2ccc3c(c2)NCCN3)cc1
  A: 100	B: 100	C: 94	D: 99	E: 99	F: 104	G: 99	H: 101	I: 101
47: CC1(C)OB(c2ccc(Cn3cc(F)c(=O)[nH]c3=O)cc2)OC1(C)C
  A: 98	B: 114	C: 26[50 µM]	D: 104	E: 103	F: 100	G: 106	H: 99	I: 111
48: COC(=O)C(C#N)(C#N)C1N2CN3CN(C2)CN1C3 (centres undefined)
  A: 105	B: 99	C: 104	D: 113	E: 105	F: 103	G: 102	H: 112	I: 97
49: CCOC(=O)c1cc(C(=O)c2cc(OC)c(OC)c(OC)c2)n2c(-c3ccccn3)cccc12
  A: 107	B: 104	C: 103	D: 101	E: 92	F: 105	G: 96	H: 80	I: 101
50: COC(=O)c1occc1C
  A: 97	B: 108	C: 106	D: 108	E: 96	F: nt	G: 98	H: 103	I: 109
51: CC(=O)n1c(-c2ccc(Br)cc2)cc(-c2cccn2C)c(C#N)c1=O
  A: 97	B: 106	C: 109	D: 122	E: 106	F: 104	G: 102	H: 112	I: 91
52: N#CC1=C(Nc2ccc(Cl)cc2)NC2c3ccccc3Sc3ccccc3N2C1=N (centres undefined)
  A: 97	B: 90	C: 105	D: nt	E: 87	F: 119	G: 96	H: 83	I: 107
53: O=C1CCCCN1CCCCC#Cc1ccccc1C#Cc1ccc([N+](=O)[O-])cc1
  A: 60	B: 71	C: 60	D: 56	E: 34	F: 24	G: 55	H: -37*	I: 60
54: O=C(c1ccc(Cl)cc1)C(c1ccc(Cl)cc1)N1CCCCC1 (centres undefined)
  A: 89	B: 101	C: 64	D: 86	E: 101	F: 91	G: 93	H: 89	I: 82
55: CCOC(=O)c1ccc(NC(=O)c2ccc(-n3c(=O)[nH]c4ccccc4c3=O)cc2)cc1
  A: 109	B: 92	C: 114	D: 127	E: 101	F: 120	G: 80	H: 105	I: 101
56: O=Cc1cc([N+](=O)[O-])ccc1OCC(=O)O
  A: 93	B: 104	C: 114	D: 116	E: 106	F: 110	G: 102	H: nt	I: nt
57: Fc1ccc(NCc2cn(-c3ccccc3)nc2-c2ccc(OCc3ccccc3)cc2)cc1Cl
  A: 87	B: 82	C: 119	D: 97	E: 91	F: 112	G: 105	H: 97	I: 98
58: O=C(c1ccccc1)c1c(/C=C/c2ccc(Br)cc2)nc2ccccc2c1/C=C/c1cccs1
  A: 107	B: 92	C: 87	D: 97	E: 95	F: 106	G: 104	H: 100	I: 100

Ordered by SMILES length (ascending): some entries from above
Letter code – A = OVCAR-5; B = SK-OV-3; C = A498; D = OVCAR-3; E = ACHN; F = RXF 393; G = OVCAR-8; H = IGROV1; I = OVCAR-4
46: c1ccc(-c2ccc3c(c2)NCCN3)cc1
  A: 100	B: 100	C: 94	D: 99	E: 99	F: 104	G: 99	H: 101	I: 101
20: O=C(Nc1ccccc1)c1cc(=O)c(O)co1
  A: 101	B: 107	C: 75	D: 110	E: 102	F: 113	G: 104	H: 102	I: 106
56: O=Cc1cc([N+](=O)[O-])ccc1OCC(=O)O
  A: 93	B: 104	C: 114	D: 116	E: 106	F: 110	G: 102	H: nt	I: nt
45: COc1cccc(Cn2cc3c(c2-c2ccccc2)CCc2cnoc2-3)c1
  A: 99	B: 83	C: 101	D: 95	E: 81	F: 94	G: 87	H: 103	I: 74
6: CN[C@H]1CCc2cc(OC)c(OC)c(OC)c2-c2ccc(O)c(=O)cc21
  A: 100	B: 95	C: 101	D: 87	E: 113	F: 91	G: 96	H: 97	I: 96
33: O=C(NNc1nc2ccccc2nc1/C=C/c1ccc(Cl)cc1)Nc1cccc(Cl)c1
  A: 79	B: 96	C: 110	D: 67	E: 53	F: 69	G: 66	H: 61	I: 61
26: CC1(C)CC[C@]2(C(N)=O)CC[C@]3(C)C(=CC[C@@H]4[C@@]5(C)CCC(=O)NC(C)(C)[C@@H]5CC[C@]43C)[C@@H]2C1
  A: 90	B: 89	C: 95	D: 88	E: 98	F: 100	G: 91	H: 94	I: 89

Screens: PubChem BioAssay, NCI
